Lipid droplet – modulators of hepatic lipid droplet formation | AID 1656 | AML12 mouse hepatocytes, oleate lipid droplets, BODIPY imaging | inhibition, % at 6.5 µM | 0.4% of 240,000 active;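 active = lipid droplet intensity inhibited by at least 50%, with more than 500 cells counted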
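material = mouse AML12 hepatocyte cell line, fixed after treatment | also added = 100 µM oleic acid challenge | doses = compound at 6.5 µM only | schedule = overnight exposure | technique = Image-based BODIPY and DAPI two-channel analysis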
Lipid droplet cells 6.5 µM – also measured in Lipid droplet; calls as there; cell count; measured here: cell count, cytotoxicity flag;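 cells counted across two imaged fields per well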
Active calls of the source: *. Some of the compounds tested. The share of hits here may be higher or lower than overall.

SMILES	Lipid droplet	Lipid droplet cells 6.5 µM
O=[N+]([O-])c1cccc(S(=O)(=O)N/N=C\c2ccc3c(c2)OCO3)c1	-7.8	833
CCCN1CCN(S(=O)(=O)c2c(C)[nH]c(C)c2C(=O)N2CCCCC2)CC1	27.9	712
CC(C)C(=O)Nc1cccc(C(=O)Nc2ccc(S(=O)(=O)Nc3nccs3)cc2)c1	-2.2	812
Cc1cc(OCC(=O)NCc2ccncc2)c2c(C)c(C)c(=O)oc2c1	-1.7	629
Cc1c(C)c2c(OCC(=O)N3CCC(C(=O)NCC(C)C)CC3)cc3c(c2oc1=O)CCC(C)(C)O3	-0.7	765
COc1cccc(CNC(=O)CCCN2C(=O)C(c3ccccc3)Oc3cccnc32)c1OC (stereo not given)	-1.6	681
COc1ccccc1N1CCN(S(=O)(=O)CCNC(=O)c2cc(=O)c3ccccc3o2)CC1	-21.1	684
O=C(COc1ccc(F)cc1)N1CCCc2ccccc21	18.5	803
CCOc1c(Br)cc(/C=C(\C#N)C(=O)NC2CC2)cc1OC	25.3	721
CCOc1ccccc1Nc1nc2ccc(C)cc2n2cnnc12	-9.7	830
COc1cc2c(=O)n(CCC(=O)NCC3CCCO3)c(=O)n(CC(=O)Nc3ccc(C)cc3C)c2cc1OC (stereo not given)	0.5	773
Cn1nc(C(C)(C)C)cc1C(=O)NCc1ccc2c(c1)OCO2	-28.4	772
Cc1ccccc1N1CCN(C2CCCN(C(=O)CCN3CCCCO3)C2)CC1 (stereo not given)	-1.2	790
O=C(Nc1ccc(S(=O)(=O)Nc2ccnn2-c2ccccc2)cc1)C(F)(F)F	18.1	846
CC(C)(C)n1nc2c(c1NC(=O)Cc1ccc(Cl)cc1)CS(=O)(=O)C2	13.8	828
Cc1cc(OCc2cc(C(=O)N(C)C3CCOCC3)no2)cc(C)c1Cl	-10.7	810
CC1=C(C(=O)OCc2ccccc2)C(c2cccc(Br)c2)NC(=O)N1 (stereo not given)	-2.0	802
CC(NS(=O)(=O)c1ccc(Cl)cc1)C(=O)N1CCOCC1 (stereo not given)	-13.8	862
CCOC(=O)C1=C(COC(=O)COc2ccc(C#N)cc2)NC(=O)NC1C (stereo not given)	1.2	851
CCc1ccccc1NC(=O)C1CC(c2ccc(OC)cc2)=NO1 (stereo not given)	15.3	860

Nothing new here: entries from further up.
SMILES	Lipid droplet	Lipid droplet cells 6.5 µM
COc1cc2c(=O)n(CCC(=O)NCC3CCCO3)c(=O)n(CC(=O)Nc3ccc(C)cc3C)c2cc1OC (stereo not given)	0.5	773
Cn1nc(C(C)(C)C)cc1C(=O)NCc1ccc2c(c1)OCO2	-28.4	772
Cc1ccccc1N1CCN(C2CCCN(C(=O)CCN3CCCCO3)C2)CC1 (stereo not given)	-1.2	790

(listing goes on)
SMILES	Lipid droplet	Lipid droplet cells 6.5 µM
CCOc1ccc2c(c1)c(=O)c(S(=O)(=O)c1ccc(CC)cc1)cn2C	-38.1	796
Cc1ccc(NC(=O)CNC(C)c2ccccc2)cc1 (stereo not given)	-11.6	761
Cc1ccc2[nH]c3c(=O)n(CC(=O)N4CCN(C)CC4)ncc3c2c1	15.4	683
N#Cc1c(-c2ccccc2)nc(N2CCN(Cc3ccccc3)CC2)[nH]c1=O	0.9	853
CC1CN(C(=O)Cn2cc(S(=O)(=O)CC(=O)N(C)c3ccccc3)c3ccccc32)CC(C)O1 (stereo not given)	5.1	713
COC(=O)c1ccc(NC(=O)CSc2nncn2-c2ccccn2)cc1	2.6	805
CCc1c(C(=O)Nc2cc(C(=O)OC)ccc2C)csc1C	5.8	801
CCC(C)(C)NS(=O)(=O)c1cc(CN2C(=O)c3cccnc3C2=O)ccc1OC	-4.7	782
COc1ccc(NC(=O)CSc2nc3scc(C)c3c(=O)[nH]2)cc1	1.8	887
O=CNCc1nc2ccccc2n1CCc1ccccc1	-4.8	861
CCOc1ccc(Cl)cc1S(=O)(=O)N1CCC(C(=O)NCc2ccccn2)CC1	0.3	770
Cc1ccc(S(=O)(=O)NC2(C(F)(F)F)NC(=O)N(c3ccc(F)cc3)C2=O)cc1 (stereo not given)	-0.2	832
Cc1ccc(CNS(=O)(=O)c2c(C(=O)N3CCCCC3)c(C)n(C)c2C)cc1	-14.4	687
O=C(NC1CCCC1)C1CCN(S(=O)(=O)c2ccccc2)CC1	-5.9	811
Cc1nnc(N2CCCC(C(=O)NCc3ccc(OC(C)C)cc3)C2)c2nn(-c3ccccc3)c(C)c12 (stereo not given)	-5.6	649
Cc1ccc(CNS(=O)(=O)c2ccc(F)c(F)c2)n1C	-7.8	840
Cc1cccc(CN2CCC(n3nccc3NC(=O)CCCc3ccccc3)CC2)n1	0.0	843
Cc1cccc(NC(=O)c2cc(S(=O)(=O)N3CCCCC3)c[nH]2)c1C	10.8	739
COc1ccc(OC)c(NC(=O)CCNS(=O)(=O)c2cccc3nonc23)c1	-4.3	755
CC1CC(C)CN(C(=O)C2CC(=O)N(c3ccc(F)cc3)C2)C1 (stereo not given)	-10.3	810
CCc1ccc(NC(=O)c2cc(C)nn2-c2ccccc2)cc1	-4.0	406
Cc1cc(NS(=O)(=O)c2ccc(NC(=O)/C=C/c3c(F)cccc3Cl)cc2)nc(C)n1	-2.3	837
CC(C)CC(=O)Nc1nnc(S(=O)(=O)N(C)c2ccc(Cl)cc2)s1	-30.5	734
COCCN1CCN(C(=O)c2ccc3nc(Cc4ccc(OC)c(OC)c4)oc3c2)CC1	-2.0	666
Cc1ccc(-n2ncc3c2CC(C)(C)CC3NC(=O)C2CCOCC2)cc1 (stereo not given)	-1.3	873
C[C@@H](NC(=O)c1nc[nH]c1C(=O)NCC(=O)OCc1ccccc1)c1ccccc1	1.9	808
Cc1cc(F)ccc1S(=O)(=O)N1CCCOC1CNC(=O)C(=O)NCc1ccc2c(c1)OCO2 (stereo not given)	-14.4	687
CN(CC(=O)Nc1ccc(Cl)c(Cl)c1)C1CCCCC1	8.9	840
Cc1cc(C)n2nc(SCc3cccc(F)c3)nc2n1	4.0	829
O=C(N/N=C/c1cccc2ccccc12)c1cccs1	-24.4	844
O=C(NN=C1CCCC1)c1cc(Br)ccc1O	10.5	840
COc1ccc(C(C(=O)NCc2ccccc2)N(C(=O)c2snc(C(N)=O)c2N)C2CCCC2)cc1 (stereo not given)	-10.2	770
O=C(CSc1ccc(-c2ccccc2)nn1)NC1CCCCC1	9.3	793
COc1ccc(NC(=O)CN2CCC(NC(=O)c3ccco3)CC2)c([N+](=O)[O-])c1	17.0	749
O=C(NCc1ccccc1)C1CCCN(c2cnccn2)C1 (stereo not given)	3.7	701
O=C(CSc1n[nH]c(-c2ccccc2)n1)Nc1ccc(F)cc1F	4.7	716
Cc1csc(NC(=O)CSc2ncnc3ccccc23)n1	-0.5	836
COCCn1c(SCC(=O)NCc2ccc3c(c2)OCO3)nnc1C(C)C	0.8	776
Cc1ccc(C(=O)N/C(=C\c2cccs2)C(=O)NCCCN2CCOCC2)cc1	7.4	817
Cc1c(C(=O)O)[nH]c2c1C(=O)CC(c1ccc(C(C)(C)C)cc1)C2 (stereo not given)	-3.3	849
COc1ccc(C(=O)NNC(=S)NC(=O)c2ccccc2)cc1	-0.8	811
COCCNC(=S)N1CCN(Cc2ccc3c(c2)OCO3)CC1	-10.0	772
COc1cccc(/C=C2\SC(=S)N(CCCC(=O)Nc3cc(C)on3)C2=O)c1	-8.4	796
COC(=O)c1cccc(N(CC(=O)NCC2CCCO2)C(=O)CCC(=O)Nc2cc(C)on2)c1 (stereo not given)	-7.5	724
Oc1ccccc1N1CCN(c2ccc3ccccc3n2)CC1	-16.7	807
C=CCn1c2ccccc2c2nn(C)c(=S)nc21	2.5	802
Cc1ccc(NS(=O)(=O)c2cccs2)c(C)c1	-6.7	763
C[C@@H](C(=O)Nc1ccc2c(c1)OCCO2)n1c(=O)[nH]c2ccccc2c1=O	-0.2	766
CCCSc1nc2c(c(=O)[nH]c(=O)n2C)n1Cc1ccccc1	20.5	836
CCC(C(=O)NCc1ccco1)N(C(=O)CNS(=O)(=O)c1ccc(F)cc1)c1ccccc1F (stereo not given)	-2.4	822

Given with two lines to a compound: part of the list above
Order of results: Lipid droplet, Lipid droplet cells 6.5 µM
CC(C)CC(=O)Nc1nnc(S(=O)(=O)N(C)c2ccc(Cl)cc2)s1
    -30.5, 734
O=C(COc1ccc(F)cc1)N1CCCc2ccccc21
    18.5, 803
O=CNCc1nc2ccccc2n1CCc1ccccc1
    -4.8, 861
Cc1cc(NS(=O)(=O)c2ccc(NC(=O)/C=C/c3c(F)cccc3Cl)cc2)nc(C)n1
    -2.3, 837

Further results
SMILES	Lipid droplet	Lipid droplet cells 6.5 µM
Cc1ccc(S(=O)(=O)N2CCN(C(=O)CC(C)n3cncn3)CC2)cc1C (stereo not given)	10.7	844
Cc1cccnc1NC(=O)CSc1nnc(CNC(=O)c2cccc([N+](=O)[O-])c2)n1C	-4.2	803
COc1ccc(/C=N/Nc2cc(C)nc3ccc(Br)cc23)cc1	22.6	864
O=C(NCc1ccc(Cl)cc1)C1CCN(S(=O)(=O)c2cccc3nonc23)CC1	4.9	797
COc1ccc(CN2C(=O)C(C)N(C(=O)c3c(F)cccc3F)c3ccccc32)cc1 (stereo not given)	-5.6	866
CC(=O)N(c1ccc2oc(=O)sc2c1)S(=O)(=O)c1ccc(C)cc1	-3.3	822
COc1ccc2nc(N(CCN(C)C)C(=O)c3ccc4c(c3)OCCO4)sc2c1	4.8	652
COC(=O)c1cccc(N(C(=O)c2ccco2)C(C(=O)NC2CCCC2)c2ccc(N3CCOCC3)cc2)c1 (stereo not given)	5.6	808
COc1ccc(CCNC(=O)c2ccc(NS(=O)(=O)c3ccc4[nH]c(=O)[nH]c4c3)cc2)cc1OC	21.2	704
COc1ccccc1CNC(=O)COC(=O)c1ccc(C)c(S(=O)(=O)N2CCCCC2)c1	7.4	814
Cc1ccc2c(C)c(C(=O)N3CCN(Cc4ccc5c(c4)OCO5)CC3)oc2c1C	-89.4	703
N#CC(Cc1ccccc1)(Cc1ccccc1)C(=O)NN	14.1	856
COc1cc(NS(=O)(=O)c2ccc(NS(=O)(=O)c3ccc(NC(C)=O)cc3)cc2)nc(OC)n1	1.5	848
CCOc1ccc(CCNc2nc3ccc(C)cc3n3cnnc23)cc1OCC	-0.7	704
COc1ccc(C(CC(=O)O)NS(=O)(=O)c2ccc3c(c2)N(C(C)=O)CC(C)O3)cc1 (stereo not given)	4.9	758
CCOc1c(Cl)cc(CNc2nnnn2C)cc1OC	3.8	832
Cc1cccc(-c2nc(CNC(=O)c3ccco3)cs2)c1	-2.3	832
COc1cccc(CNCc2ccc3c(c2)OCO3)c1	-11.0	800
O=C(O)c1cccc(S(=O)(=O)N2CCc3ccccc3C2)c1	-2.3	831
COc1cc(C(=S)N2CCOCC2)cc(OC)c1OC(=O)c1ccc([N+](=O)[O-])cc1[N+](=O)[O-]	9.4	815
COc1ccc(S(=O)(=O)N2CCC(C(=O)NC(C)CCc3ccccc3)CC2)cc1 (stereo not given)	3.5	746
COc1cc(OC)cc(C(=O)Nc2cc(C)on2)c1	-0.6	784
Cc1sc2nc(C3CC3)nc(N3CCN(C(=O)c4ccc(F)cc4)CC3)c2c1C	4.4	807
COc1ccc(CCN(C)C(=O)c2ccc(COc3ccccc3)o2)cc1OC	29.1	710
CCOc1ccc(N2CC(C(=O)OCC(=O)c3ccc(OC)cc3)CC2=O)cc1 (stereo not given)	6.7	831
Cc1ccccc1C(=O)NC1CCN(CC(=O)NCc2ccccc2)CC1	-0.6	804
COc1ccc(S(=O)(=O)NCC2CCCN(Cc3cn(C)nc3C)C2)cc1 (stereo not given)	12.1	746
O=C(O)c1ccc(N2C(=O)CC(N3CCN(c4cccc(C(F)(F)F)c4)CC3)C2=O)cc1 (stereo not given)	-8.7	814
Cc1ccccc1N(CC(=O)NCCc1ccccc1)C(=O)CCC(=O)Nc1ccccn1	-35.2	767
COC(=O)C1=C(C)N(Cc2ccccc2)C(=NCCCCO)N[C@H]1CCc1ccccc1	10.3	746
CN(CC(=O)NCc1ccncc1)S(=O)(=O)c1cc(Cl)ccc1Cl	-12.9	735
COc1ccc(O)c(/C=N/NS(=O)(=O)c2ccc(C)cc2)c1	1.9	825
CC(C)Oc1ccc(C(CCNCc2ccc(O)cc2)c2ccccc2)cc1 (stereo not given)	-5.1	817
O=Cc1cccc(OCc2cccc3ccccc23)c1	7.0	832
CC(Nc1nc(-c2cccc(Br)c2)cs1)c1nc2cc(Cl)c(N3CCCCC3)cc2n1CCOCCO (stereo not given)	-19.8	798
CC(C)C(c1nnnn1C1CCCCC1)N1CCN(C(=O)c2ccco2)CC1 (stereo not given)	22.7	848
O=C(Cn1nc(-c2ccccc2)ccc1=O)N1CCCCC1	4.0	869
O=C(NC1CCCC1)C(c1cccs1)N(C(=O)c1csnn1)c1ccccc1F (stereo not given)	-0.2	816
CCOc1cccc(-c2c(C(=O)N/N=C/c3cccs3)nnn2-c2nonc2N)c1	-4.0	663
Cc1cccc2c(C(=O)N3CCN(c4ccccc4)CC3)cc(-c3ccncc3)nc12	-176.2	343
O=C1CCC(C(=O)Nc2cccc(Br)c2)N1 (stereo not given)	4.1	807
COc1ccc(Cn2c(=O)[nH]c3cc(C(=O)Nc4ccccc4C)ccc32)cc1	-1.9	786
O=C(O)C(Cc1ccccc1)NS(=O)(=O)c1ccc(Cl)cc1 (stereo not given)	-2.7	865
CC(=O)N(c1ccc(N(C(C)=O)S(=O)(=O)c2ccccc2)cc1)S(=O)(=O)c1ccccc1	-1.2	845
CCCCN(Cc1cc2cc(OC)ccc2[nH]c1=O)S(=O)(=O)c1ccc(C)cc1	-12.2	845
CCOC(=O)C1(CCOc2ccccc2)CCN(Cc2cc(OC)cc(OC)c2)CC1	-25.9	793

An excerpt from above in order of molar mass, descending.
SMILES	Lipid droplet	Lipid droplet cells 6.5 µM
CC(=O)N(c1ccc(N(C(C)=O)S(=O)(=O)c2ccccc2)cc1)S(=O)(=O)c1ccccc1	-1.2	845
CCOC(=O)C1(CCOc2ccccc2)CCN(Cc2cc(OC)cc(OC)c2)CC1	-25.9	793
O=C(O)C(Cc1ccccc1)NS(=O)(=O)c1ccc(Cl)cc1 (stereo not given)	-2.7	865

Compound activity deposited in PubChem by Sanford-Burnham Center for Chemical Genomics.
